RMI-FANCM inh = RMI-FANCM interaction inhibition; Fluorescence polarization, RMI core complex with F-MM2 peptide; hits give low values; FP signal (polarization) at 33 µM; 70,000 compounds, 0.58% hits; AID 1159607; in the data active means FP signal below about 40; further: inactives centre near 61; strong numbers were not always called active; unit not given here
The depositor's hits bear a star; & = joins results of further samples.

mol	RMI-FANCM inh
COc1cc(/C=C(\C#N)C(=O)N2CCOCC2)cc(OC)c1OC	63
O=C(CSc1nc(CC(=O)NC2CC2)cc(=O)[nH]1)Nc1ccc(F)cc1F	60
Cc1cc(NC(=O)NC(=O)c2csnn2)no1	49
O=C(Nc1nc(-c2ccc(F)cc2)cs1)c1ccc2c(c1)CCCC2	80
CC(=O)c1ccc(N2CC(C)OC(C)C2)c(N)c1 (centres undefined)	51&57
O=C1CCc2cc([N+](=O)[O-])ccc2N1	70
COc1cc2c(cc1OC)C(C)N(S(=O)(=O)c1ccc(-c3ccccn3)s1)CC2 (centres undefined)	58
Cc1nn(CC/C(N)=N\OC(=O)c2ccccc2)c(C)c1Oc1ccc(Cl)cc1	58
CCOC(=O)c1cc(C)n(-c2ccc(-c3csnn3)cc2)c1C	52
CNC(=S)N1N=C(c2ccc(C)cc2)CC1c1cn(-c2ccccc2)nc1-c1ccc(C)cc1 (centres undefined)	64
Cc1c(/C=N\Nc2ccc([N+](=O)[O-])cc2)sc2ccccc12	64
CC(C)c1cc(=O)[nH]c(-n2nc(-c3cccs3)cc2NC(=O)C(C)(C)Oc2ccc(Cl)cc2)n1	105
COC(=O)c1sccc1NN1C(=O)c2ccccc2C1=O	63
COc1c(I)cc(Cl)c2cccnc12	53
CCOC(=O)c1oc2ccccc2c1NC(=O)c1ccc(S(=O)(=O)N2CCCCCC2)cc1	77
Cc1cc(C)cc(NC(=O)CCc2c(C)nn(-c3nc(C)cc(=O)[nH]3)c2C)c1	65
O=C(O)C1Cc2[nH]cnc2C(c2cccs2)N1 (centres undefined)	56
Cc1cc(C)c(C#N)c(SCc2ccc3c(c2)OCO3)n1	80
CCCCc1ccc(NC(=O)CSc2nnc(-c3ccccc3OC)n2N)cc1	55
COc1cccc2sc(Nc3nc(C(C)(C)C)cs3)nc12	61
CC(=O)Nc1cccc(NC(=O)CSc2nc(CC(=O)NCc3ccccc3Cl)cs2)c1	70
O=C(c1cc(-c2ccc3c(c2)OCO3)on1)N1CCc2ccccc2C1	60
CN1C(=O)C(C)(C)COc2ccc(NC(=O)COc3ccc(Cl)cc3)cc21	69
CCOP(=O)(OCC)c1nc(-c2ccc(F)cc2)oc1NCc1ccccc1	59
CC(C)C(=O)Nc1ccc(C(=O)NCCNC(=O)COc2ccc(Cl)cc2)cc1	80
O=S(=O)(c1cccs1)N1CCOC(c2ccccc2)C1 (centres undefined)	65
O=C(Nc1ccc2c(c1)CN(C(=O)c1ccco1)CC2)c1ccc(F)cc1Cl	69
C[N+](C)(C)CCOC(=O)CCC(=O)OCC[N+](C)(C)C	52
S=c1[nH]nc(C2c3ccccc3Oc3ccccc32)o1	59
CCOC(=O)c1c(NC(=O)CSc2nc3[nH]ncc3c(=O)n2-c2ccccc2)sc(C)c1C	72
Cc1ccc(C)c(C(C)Sc2ncccc2C(=O)O)c1 (centres undefined)	48
O=C1CC(c2nc3ccccc3n2CCc2ccccc2)CN1c1ccccc1Br (centres undefined)	56
COc1cc(C2C(C#N)=C(SCc3ccccc3)NC3=C2C(=O)CCC3)ccc1O (centres undefined)	55
COc1ccc(N2CCN(C(=O)C3CC(=O)N(c4ccccc4)C3)CC2)nn1 (centres undefined)	63
CC(=O)Nc1cccc(NC(=O)Nc2c[nH]c3ccccc23)c1	50
Cc1ccc(N=C(N)N=C(N)N)c(C)c1	59
Cc1cc(=O)n2c(-c3cccc(NC(=O)c4ccc(Cl)cc4Cl)c3)csc2n1	65
Cc1csc(NC(=O)CSc2nc3c(cnn3-c3cccc(Cl)c3)c(=O)[nH]2)n1	65
O=S(=O)(NCC(c1ccc(F)cc1)N1CCOCC1)c1cccc2ccccc12 (centres undefined)	57
CN1CCN(S(=O)(=O)c2ccc(NC(=S)NC(=O)/C=C/c3ccc(F)cc3)cc2)CC1	54
O=C(Nc1ccccc1[N+](=O)[O-])C1CCN(c2ccc(-c3ccc(F)cc3)nn2)CC1	61
CCC(CC)C(=O)Nc1ccc2c(c1)N(C(=O)c1ccco1)CC2	66
O=C(NCCNS(=O)(=O)c1cccnc1)c1ccc(NC(=O)C2CC2)cc1	63
Cc1ccc(-c2ccc(=O)n(CCCC(=O)Nc3cc(C)cc(C)c3)n2)cc1	70
Cc1nnc(NC(=O)CSc2ccc3nnc(-c4ccccn4)n3n2)s1	34
Cc1ccc(CNC(=O)C(=O)NCC2CCN(C(C)C)CC2)cc1	74
Cc1onc(-c2ccccc2)c1C(=O)NCc1c(Cl)cccc1Oc1ccccc1	66
Cc1c(C(=O)OCc2ccccc2)sc(=S)n1C	61
O=C(NCCN1CCOCC1)C(=O)NCC1CCN(Cc2cccs2)CC1	71
CCn1ccc(C(=O)Nc2sccc2C(=O)OC)n1	63

Next section:
mol	RMI-FANCM inh
Cn1nc2c(c1NC(=O)c1cc(Cl)ccc1Cl)CCC2	62
COC(=O)/C(C#N)=C\c1ccccc1N1CCN(Cc2ccccc2)CC1	45
CC(Oc1ccccc1F)C(=O)NCCOc1ccc(F)cc1 (centres undefined)	62
Cc1nc(CC(=O)O)cs1	60
CC(=O)NCCn1ncc2c(=O)n(Cc3cccc(F)c3)cnc21	65
CCOc1ccc(CNC(=O)Cn2cnc3c([nH]c4ccc(C)cc43)c2=O)cc1OCC	88
O=C(Cc1ccc2c(c1)OCO2)Nc1nc2c(s1)COc1ccccc1-2	86
CNC(=O)c1cnn2c(C(F)(F)F)cc(C(F)(F)F)nc12	56
O=S(=O)(N=S(N1CCOCC1)N1CCOCC1)c1ccccc1	61
CCCCCCCCCCCC(=O)NN	53

Carrying on:
Structure	RMI-FANCM inh
Cc1cc(SCC(=O)NCc2ccc3c(c2)OCO3)nc2ccccc12	72
COc1cccc2sc(Nc3sc4c(c3-c3nc5ccccc5s3)CCC(C)C4)nc12 (centres undefined)	46
CCCC[C@@]1(C2CCCC2)Cc2cc(OCC(=O)O)c(Cl)c(Cl)c2C1=O	49
CCOC(=O)c1cc(C#N)c(Nc2ccccc2OC)nc1C(F)(F)F	56
COc1ccc(NC(=O)CS(=O)(=O)c2cccs2)cc1OC	63
O=C(Cc1csc(NC(=O)c2ccc[nH]c2=O)n1)NCc1ccco1	66
O=S(Cc1ccccc1)c1ccccc1 (centres undefined)	55
Cc1nc(C(F)(F)F)ccc1C(=O)NNC(=O)c1ccc(C(F)(F)F)cc1	53
Cn1c(C2CC(=O)N(c3cccc(C(F)(F)F)c3)C2)nc2ccccc21 (centres undefined)	58
CCCCCCc1cc2cc(C(N)=O)/c(=N/NC(=O)c3ccc([N+](=O)[O-])cc3)oc2cc1O	53
CCc1cc2c(=O)c(-c3nc4ccccc4[nH]3)coc2cc1OC(=O)N1CCOCC1	63
Cc1ccc(C)c(CSc2cn(Cc3ccc(F)cc3)c3ccccc23)c1	59
C=CCN(CC=C)CC(O)Cn1c(-c2ccc(OC)cc2)cc2ccccc21 (centres undefined)	56
O=C(COC(=O)c1ccc(C2Nc3ccccc3S(=O)(=O)N2)cc1)Nc1cc(F)ccc1F (centres undefined)	78
CCOC(=O)/C=C/C(=O)O	65
CN(C)CCNc1nc2ccc(Br)cc2s1	80
C=CCn1c(=S)[nH]c2c(OC)c(OC)c(OC)cc2c1=O	61
S=C(NCc1cccnc1)SCc1cc(Cl)sc1Cl	55
COc1ccccc1-n1c(CNC(=O)c2ccccc2F)n[nH]c1=S	61
O=C(Nc1nc(CC(=O)N2CCc3ccccc3C2)cs1)c1ccc(Cl)cc1	95
CCCc1ccc(-c2nc(-c3ccccn3)no2)cc1	56
O=C(CSc1nnc(NC(=O)c2ccc(F)cc2)s1)Nc1cc(C(F)(F)F)ccc1Cl	55
COC(=O)c1c(NC(=O)CSc2nnc3ccccn23)sc2c1CCC2	73
CCn1cc(NC(=O)N2CC(C)OC(C)C2)c2ccccc21 (centres undefined)	51
CCOC(=O)c1c(NC(=O)CC(NCc2cccnc2)C(=O)O)sc2c1CCCC2 (centres undefined)	52
C=CCNC(=O)C(=O)NCC(c1cccs1)S(=O)(=O)c1cccs1 (centres undefined)	51
O=C(O)c1n[nH]c(=O)c2ccccc12	59
O=C1Nc2ccccc2/C1=C/c1c[nH]c2ccc([N+](=O)[O-])cc12	48
COc1ccc(S(=O)(=O)NCC(c2cccn2C)N2CCCC2)cc1F (centres undefined)	65
CC(C)(CO)NCCCCn1c2ccccc2c2ccccc21	76
CCN1C(=O)/C(=C/c2cc3ccccc3nc2N2CCOCC2)SC1=S	15
O=C(Nc1ccccc1)Nc1nc(C(=O)NCc2cccs2)cs1	79
COC(=N)c1nccnc1SCc1ccc(F)cc1	57
COc1ccc(C(=O)Nc2c(N)nc(SCC(=O)Nc3ccc(NC(C)=O)cc3)[nH]c2=O)cc1OC	68
O=C(NCc1ccccc1Cl)c1ccc2c(=O)nc3c(-c4ccccc4)n[nH]n3c2c1	68
Cc1cc2c(c(=O)o1)C(C(C)C)C(C#N)=C(N)O2 (centres undefined)	56
CN(C)C(CNC(=O)Nc1ccc2c(c1)OCO2)c1ccsc1 (centres undefined)	80
CCOC(=O)c1c(N)nc(SC)n1-c1ccc(C(C)C)cc1	52
Cc1ccc(-c2nnc(NCCCN(C)C)c3ccccc23)cc1	85
Cc1nc(C)n(CC(O)COc2ccc3cc(Br)ccc3c2)n1 (centres undefined)	60
O=C(Nc1ccc(OC(F)(F)F)cc1)NC1CCCc2ccccc21 (centres undefined)	54
O=C1CSC(=S)N1N1C(=O)c2cccc([N+](=O)[O-])c2C1=O	58
N#Cc1c(-c2cccnc2)c2c([nH]c1=O)-c1ccccc1SC2	33*
C#CCn1c(=NC(=O)c2ccco2)sc2cc(OC)c(OC)cc21	73
CCOc1ccc(N2C(=O)N(Cc3cccc(C)c3)c3ccccc3S2(=O)=O)cc1	68
CCOc1ccc(-c2noc(CN3C(=O)COc4cc(C(C)(C)C)ccc43)n2)cc1	77
COc1cc(Cn2nc(-c3cccs3)c3sc(N4CCOCC4)nc3c2=O)cc(OC)c1	66
CC1(C)Cc2cccc(OCC(=O)NCCCS(=O)(=O)N3CCN(c4ncccn4)CC3)c2O1	59
Cc1csc2nc(CCNC(=O)c3ccco3)cn12	59
O=C(NCc1cc(-c2cccs2)on1)c1cc(=O)c2ccccc2o1	69
Nc1nc(Cl)cc(N2CCOCC2)n1	64
O=C1/C(=C/c2cccs2)COc2ccccc21	62
Cc1ccc(NC(=O)CSc2c(C)[nH]c3ccccc23)c(C)c1	59
CC1=C(O)C(=O)/C(=C/N(C)C)C1	50
O=C(Nc1cccc(-c2cn3ccccc3n2)c1)c1cccc(F)c1	80
CCOc1ccc(S(=O)(=O)N2CCC(C(N)=O)CC2)c(OCC)c1	66

Further structures:
Structure	RMI-FANCM inh
CCc1nnc(NC(=O)CSc2ncnc3c2cnn3-c2cccc(Cl)c2)s1	55
Cn1c(SCc2ccc(C(F)(F)F)cc2)nnc1C(F)(F)F	63
O=C(CCC1=NS(=O)(=O)c2ccccc2N1)N1CCN(c2ccccc2F)CC1	64
Cc1c(Cc2ccc3c(c2)OCO3)sc(NC(=O)/C=C/c2ccc([N+](=O)[O-])s2)c1C#N	81
CC1=C(C(=O)Nc2ccc(Cl)cc2)C(c2ccccc2)NC(=S)N1 (centres undefined)	54
Cc1ccc(S(=O)(=O)N2CCC(C(=O)Nc3nc4c(s3)-c3cccc5cccc-4c35)CC2)cc1	69
O=C(Cn1cnc(-c2ccc(F)cc2)cc1=O)NCCC(c1ccccc1)c1ccccc1	123
O=C(CNS(=O)(=O)c1ccc(F)cc1)N1CCOC(c2ccccc2)C1 (centres undefined)	70

Already shown: 17 of the compounds above.
Structure	RMI-FANCM inh
CCOc1ccc(N2C(=O)N(Cc3cccc(C)c3)c3ccccc3S2(=O)=O)cc1	68
CCOc1ccc(-c2noc(CN3C(=O)COc4cc(C(C)(C)C)ccc43)n2)cc1	77
COc1cc(Cn2nc(-c3cccs3)c3sc(N4CCOCC4)nc3c2=O)cc(OC)c1	66
CC1(C)Cc2cccc(OCC(=O)NCCCS(=O)(=O)N3CCN(c4ncccn4)CC3)c2O1	59
Cc1csc2nc(CCNC(=O)c3ccco3)cn12	59
O=C(NCc1cc(-c2cccs2)on1)c1cc(=O)c2ccccc2o1	69
Nc1nc(Cl)cc(N2CCOCC2)n1	64
O=C1/C(=C/c2cccs2)COc2ccccc21	62
Cc1ccc(NC(=O)CSc2c(C)[nH]c3ccccc23)c(C)c1	59
CC1=C(O)C(=O)/C(=C/N(C)C)C1	50
O=C(Nc1cccc(-c2cn3ccccc3n2)c1)c1cccc(F)c1	80
CCOc1ccc(S(=O)(=O)N2CCC(C(N)=O)CC2)c(OCC)c1	66
CCc1nnc(NC(=O)CSc2ncnc3c2cnn3-c2cccc(Cl)c2)s1	55
Cn1c(SCc2ccc(C(F)(F)F)cc2)nnc1C(F)(F)F	63
O=C(CCC1=NS(=O)(=O)c2ccccc2N1)N1CCN(c2ccccc2F)CC1	64
Cc1c(Cc2ccc3c(c2)OCO3)sc(NC(=O)/C=C/c2ccc([N+](=O)[O-])s2)c1C#N	81
CC1=C(C(=O)Nc2ccc(Cl)cc2)C(c2ccccc2)NC(=S)N1 (centres undefined)	54

Later entries
Structure	RMI-FANCM inh
Cc1ccc(NC(=O)CSC2=C(C#N)C(c3ccccc3C(F)(F)F)C3=C(CCCC3=O)N2)c(C)c1 (centres undefined)	61
CN(C)c1ncnc(Oc2cccc(C(F)(F)F)c2)c1[N+](=O)[O-]	49
O=C(Nc1ccc(Oc2ccc(NC(=O)c3cc(Cl)ccc3O)cc2)cc1)c1cc(Cl)ccc1O	58&42
O=C1CCC(C(=O)Nc2nc(CC(=O)N3CCc4ccccc43)cs2)N1 (centres undefined)	61
COc1ccccc1-c1cc2c(SCC(=O)Nc3ccccc3C(F)(F)F)nccn2n1	89
CCOC(=O)c1sc(NC(=O)C(C)Sc2nnc(CNC(=O)c3ccc(OC)c(OC)c3)n2-c2ccc(F)cc2)c(C(=O)OCC)c1C (centres undefined)	57
CN1CCN(c2nc3ccc(NC(=O)c4cccs4)cc3s2)CC1	62
CSc1ccc2nc(NC(=O)c3cccc(C(F)(F)F)c3)sc2c1	59
O=C(O)c1ccc(C(=O)Nc2ccccc2C(F)(F)F)c(C(=O)O)c1	64

Assay outcomes deposited in PubChem BioAssay by Small Molecule Screening Facility, UW Madison.

Not all compounds are listed (hit frequency here may not be typical).
